FXN GAA850 act – increases GAA850 frataxin promoter reporter activity. activation, % at 6 µM. 0.56% of 360,000 active. HEK293 lucGAA850 FXN promoter luciferase reporter, 24 h; percent of 10 µM SAHA response. AID 540364;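 active = activation above the average of all compounds screened plus 3 SD, cutoff fixed separately per campaign, cut at about 7.5% in these data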;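 also: 0% = DMSO wells and 100% = 10 µM SAHA wells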
hgDAF12 agonist – agonists of H. glycines DAF-12 nuclear receptor; HEK293 GAL4-hgDAF12 UAS-luciferase reporter, agonist luminescence; normalized to butyrate control; activation, % at 6.8 µM; 1.8% of 370,000 active; AID 687014;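 active = activation above a cutoff set at the mean of all screened compounds plus 3 SD, cut at about 10% in these data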;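 also: 0% = DMSO wells and 100% = sodium butyrate wells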
ssDAF12 agonist – activators of S. stercoralis DAF-12 nuclear receptor; HEK293 ssDAF-12/GRIP1 lit1-tk-luc reporter, luminescence; % of 3 µM dafachronic acid response; activation, % at 6.8 µM; 1% of 370,000 active;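 active = activation above the mean over all tested compounds plus 3 SD, cut at about 0.9% in these data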;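 also: 0% = DMSO-only wells and 100% = 3 µM delta7-dafachronic acid wells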
hcDAF12 agonist – activates DAF-12 receptor from parasite H. contortus. activation, % at 6.8 µM. AID 652067. HEK293 hcDAF-12 lit1-tk-luc reporter, luminescence; 0% DMSO, 100% Δ7-dafachronic acid. 1.4% of 370,000 active;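 active = activation above the mean of all tested compounds plus 3 SD, cut at about 5.5% in these data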;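 also: 100% = response to 3 µM Δ7-dafachronic acid high control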
DAX1 inh-1 – inhibits human nuclear receptor DAX1 | 0.99% of 340,000 active | HEK293 Gal4-DAX1 luciferase reporter, luminescence | P51843 | inhibition, % at 6.75 µM | AID 504766;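 active = inhibition above the mean over all tested compounds plus 3 SD, cut at about 4.2% in these data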;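 also: 0% = DAX1-transfected cells with DMSO and 100% = empty-vector control cells with DMSO; inhibition shows as a rise in luminescence from relieved DAX1 repression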
ADAM10 inh – inhibitors of human ADAM10; O14672; recombinant ADAM10, EDANS/DABCYL FRET peptide cleavage, 3 h; inhibition, % at 7 µM; 0.62% of 370,000 active;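 active = inhibition above a per-campaign cutoff equal to the mean of compounds falling between control-based bounds plus 3 SD, cut at about 20% in these data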;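 also: 0% = DMSO wells while the 100% control is not disclosed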
Target sequence (O14672 214-748 limits assumed): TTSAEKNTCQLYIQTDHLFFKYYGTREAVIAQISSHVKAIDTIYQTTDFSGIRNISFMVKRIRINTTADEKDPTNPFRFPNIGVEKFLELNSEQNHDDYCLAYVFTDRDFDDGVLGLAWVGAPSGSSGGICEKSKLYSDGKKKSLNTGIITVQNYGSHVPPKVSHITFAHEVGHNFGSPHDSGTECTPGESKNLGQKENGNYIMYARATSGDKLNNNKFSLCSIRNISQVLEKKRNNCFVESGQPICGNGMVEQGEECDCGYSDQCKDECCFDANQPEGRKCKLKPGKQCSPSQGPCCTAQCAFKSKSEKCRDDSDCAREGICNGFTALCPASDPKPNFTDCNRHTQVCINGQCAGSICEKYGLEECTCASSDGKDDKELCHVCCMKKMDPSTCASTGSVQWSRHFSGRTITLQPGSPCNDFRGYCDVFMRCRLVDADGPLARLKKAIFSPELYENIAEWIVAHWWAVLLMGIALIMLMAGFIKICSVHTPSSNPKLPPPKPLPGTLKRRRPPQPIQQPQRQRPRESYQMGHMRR
sPLA2-III inh – Blocks human group III sPLA2 activity. Q9NZ20. QFRET BODIPY PC-A2 liposome hydrolysis, fluorescence. inhibition, % at 12.2 µM. 0.56% of 370,000 active;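 active = inhibition above mean plus 3 SD of compounds lying within the high and low control bounds, cut at about 19% in these data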;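 also: 0% = median of test compound wells and 100% = no enzyme DMSO wells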
Target sequence (Q9NZ20 whole entry, looked up): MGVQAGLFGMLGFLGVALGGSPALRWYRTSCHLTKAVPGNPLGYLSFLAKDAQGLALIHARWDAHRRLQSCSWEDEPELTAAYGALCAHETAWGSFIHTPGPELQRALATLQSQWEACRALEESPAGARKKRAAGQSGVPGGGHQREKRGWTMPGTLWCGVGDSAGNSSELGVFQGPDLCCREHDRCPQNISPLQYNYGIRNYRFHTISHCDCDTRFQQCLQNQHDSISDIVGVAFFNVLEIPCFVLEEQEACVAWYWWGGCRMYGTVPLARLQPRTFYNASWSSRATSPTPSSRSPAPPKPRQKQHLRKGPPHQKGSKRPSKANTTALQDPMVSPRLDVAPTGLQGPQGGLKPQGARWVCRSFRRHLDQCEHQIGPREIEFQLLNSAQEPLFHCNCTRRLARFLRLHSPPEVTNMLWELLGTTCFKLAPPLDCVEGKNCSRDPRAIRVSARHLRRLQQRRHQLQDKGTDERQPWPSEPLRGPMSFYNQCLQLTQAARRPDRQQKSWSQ
SMARCA2 activ – activators of SMARCA2 function. MG213 cells, MMTV-luciferase reporter, dexamethasone, overnight. activation, % at 9.1 µM. 1% of 370,000 active; in the data active = activation above about 7.8%;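 also: 0% = vehicle wells and 100% = reference activator wells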
NPR2 activator – GC-B (human) receptor activation. P20594. HEK293-GC-B cells, CNP EC30, cGMP TR-FRET; 0% at EC30 CNP, 100% saturating CNP. activation, % at 10 µM. 0.11% of 370,000 active;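 active = activation at 10 µM reaching about 35% in either raw or pattern-adjusted values, limit read from the data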
DAX1 inh-2 – blocks DAX1 repression of SF-1 activated StAR promoter; HEK293T StAR-luciferase reporter, SF-1/DAX-1 repression relief; inhibition, % at 6.8 µM; 1.1% of 370,000 active; AID 652010;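 active = inhibition above the mean over all tested compounds plus 3 SD, cut at about 3.6% in these data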;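 also: 0% = DAX-1 cells with DMSO and 100% = cells lacking DAX-1 with DMSO; higher inhibition means more luminescence from relief of DAX-1 repression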
GC-A act – GC-A (human) enzyme activation | P16066 | HEK293 GC-A cells, cGMP TR-FRET, EC30 ANP; 0% at EC30 ANP, 100% saturating ANP | activation, % at 10 µM | 0.14% of 370,000 active | AID 1671463; in the data active = activation above about 40%
The depositor's hits bear a star; · = not tested or not shown.

SMILES	FXN GAA850 act	hgDAF12 agonist	ssDAF12 agonist	hcDAF12 agonist	DAX1 inh-1	ADAM10 inh	sPLA2-III inh	SMARCA2 activ	NPR2 activator	DAX1 inh-2	GC-A act
CCc1cccc(C)c1Nc1nc2ccccc2n2cnnc12	3.0	-3.6	-1.7	-3.6	-2.8	3	4	1	2	-0.7	-6
CSC1=C(C#N)C(c2ccc(C)cc2)C2=C(CCCC2=O)N1 (centres undefined)	2.3	0.1	-0.6	-1.1	0.3	-5	0	0	5	-0.2	-2
Cc1ccc(/C=N/NC(=O)CSc2nc3ccccc3c(=O)n2-c2ccccc2C)s1	-1.8	0.3	-1.3	-2.9	-0.1	3	-5	-1	0	-0.2	-15
COc1ccccc1-c1cnc(C(O)c2cccc(C)c2C)[nH]1 (centres undefined)	0.7	-1.8	-1.8	-1.3	·	-1	1	1	8	0.1	0
O=C(c1ccc2nccnc2c1)N1CCCC(N2CCN(c3ccc(F)cc3)CC2)C1 (centres undefined)	0.6	-0.7	-0.7	0.7	-0.4	2	4	-1	6	-0.3	8
CCCOC(=O)c1ccc(NC(=O)c2cc(=O)[nH]c3ccccc23)cc1	-1.6	0.2	-1.3	-0.9	-1.3	-5	-4	-2	-4	-0.1	4
Cc1[nH]c2ccccc2c1C(c1ccccn1)c1c(C)[nH]c2ccccc12	0.2	-3.6	-1.0	-0.4	0.4	5	-11	-2	-20	-1.5	-37
Cc1cc(O)c(/C=N/Nc2ccc(Cl)cc2)c(=O)o1	4.3	-1.3	-0.8	0.8	-0.5	2	-8	2	-6	-0.7	-5
COc1ccc(CN2C(=O)CCC2(C)c2nnnn2Cc2ccccc2)cc1OC (centres undefined)	·	-1.0	-1.0	-1.5	·	-16	12	-4	2	-0.5	-3
Cc1ccccc1SCc1noc(C(=O)NCC2CCCO2)c1C(=O)O (centres undefined)	-0.2	2.2	-0.9	0.2	0.3	-3	4	0	9	-0.1	-1

Quoted from the listing.
Reading for CCc1cccc(C)c1Nc1nc2ccccc2n2cnnc12 in ssDAF12 agonist: -1.7
Reading for CCCOC(=O)c1ccc(NC(=O)c2cc(=O)[nH]c3ccccc23)cc1 in FXN GAA850 act: -1.6

Next part.
SMILES	FXN GAA850 act	hgDAF12 agonist	ssDAF12 agonist	hcDAF12 agonist	DAX1 inh-1	ADAM10 inh	sPLA2-III inh	SMARCA2 activ	NPR2 activator	DAX1 inh-2	GC-A act
Cc1ccc2nc(-c3ccc(C#N)cc3)c(Cc3cccc(F)c3)n2c1	·	3.6	-0.2	-1.2	·	-354	-5	2	26	-0.5	21
CCC(C(=O)NCc1cccnc1)n1nc(C)n2c(cc3occc32)c1=O (centres undefined)	-1.2	0.0	-0.5	-2.5	-0.1	-9	4	-3	-5	-0.5	-2
O=C(Nc1ccc(Cl)cc1)Nc1cccc2nsnc12	6.8	15*	1.3*	12*	1.6	-41	-1	1	0	1.1	11
O=S(=O)(Nc1nc2ccccc2nc1N1CCN(c2ccccc2)CC1)c1ccc(F)cc1	8.0*	0.3	0.8	8.3*	-1.4	-1	-15	-2	2	0.1	-2
COc1ccc(N2CCN(C(CNC(=O)C(=O)NCc3cccs3)c3ccco3)CC2)cc1 (centres undefined)	0.6	-5.0	-1.6	0.9	0.7	-11	6	-6	-1	0.3	2
COc1ccc(C(CNC(=O)c2ccc(NS(=O)(=O)c3ccc4c(c3)OCCO4)cc2)N(C)C)cc1 (centres undefined)	-0.9	-1.3	-0.6	0.2	-0.7	0	-17	-1	2	0.3	0
CC(C)CNC(=O)c1cc(S(=O)(=O)N2CCOCC2)ccc1N1CCCC1	1.1	-1.5	-0.8	2.6	0.0	1	0	0	3	0.1	2
COc1ccc(C2CC(c3ccc(C)cc3)=NN2C(=O)CCC(=O)O)cc1OC (centres undefined)	-0.5	-0.6	-1.2	0.6	-0.1	1	-3	1	-1	-0.1	2
CCCCCCCn1ccc(O)c(CC(=O)OC)c1=O	1.6	2.8	-1.6	-0.2	-0.8	-6	4	-3	3	-0.3	4
O=C(c1cccs1)N(Cc1cc2ccccc2[nH]c1=O)c1ccccc1	0.7	-2.0	-0.9	0.4	0.3	-6	8	-3	2	0.0	-6
CCOc1ccc(NC(=S)NNC(=O)c2ccc(Br)cc2)cc1	0.5	0.1	-1.8	-0.9	0.5	4	14	4	-4	0.6	3
CCOCCCNC(=O)C1CCN(Cc2cccc(OCc3ccccc3)c2)CC1	-2.1	0.3	-1.0	-2.5	-0.3	-4	7	-1	5	-0.9	3
CC(Cc1ccco1)NC(=O)c1cccc(S(=O)(=O)N(C)C)c1 (centres undefined)	5.4	12*	-0.1	4.3	1.2	-2	-2	3	-1	1.1	-3
c1cc2nnnn2nc1N1CCCCCC1	1.9	-1.2	-0.8	0.0	-0.4	2	-7	-4	4	-0.2	5
O=C(CSC1=NCCS1)NC(NC(=O)CSC1=NCCS1)c1ccccc1	1.8	0.8	-2.0	-1.4	0.0	-3	3	-2	1	-0.3	3
COc1ccc(CCNC(=O)CSc2nc3c(c(=O)n(C)c(=O)n3C)n2C(C)C)cc1OC	1.6	-0.1	-1.7	-0.8	0.3	9	0	2	0	-0.4	0
COc1cc(OC)cc(C(=O)NC2CCCCCCC2)c1	2.6	-0.3	-0.6	-0.6	0.1	-6	-2	-3	1	0.3	0
O=C(/C=C/c1ccc2c(c1)OCO2)c1ccccn1	3.2	0.0	-0.4	0.1	0.4	-40	-9	2	3	0.2	-2
Cc1ccc(-c2nc(-c3ccccn3)no2)cc1Cl	-9.5	-4.5	-1.5	4.8	-5.2	1	-6	-5	-5	0.4	-1
CCn1c(=O)c(C(=O)Nc2nc3ccccc3[nH]2)c(O)c2ccccc21	-5.6	-3.5	-1.6	-0.6	-0.1	-22	8	-9	2	-0.7	2
Cc1n[nH]c(=O)nc1N1CCc2ccccc2C1	-0.6	-1.6	-1.4	-1.3	-1.2	6	0	2	-18	-0.1	-3
CC(=O)Nc1cccc(NS(=O)(=O)c2ccc3c(c2)CCC(=O)N3)c1	0.0	1.9	-0.9	-1.2	0.0	-8	1	-4	-11	1.5	-38
O=C(Cn1c(=O)oc2ccccc21)Nc1ccc(F)cc1	0.4	0.3	0.4	1.6	1.5	10	-4	-1	0	0.4	-2
Cc1ccccc1NC(=O)Cc1nc(COC(=O)CC(C)c2ccccc2)cs1 (centres undefined)	-0.5	1.2	-1.1	-1.7	1.1	-8	-35	-3	1	0.6	-2
CN(C)CC(=O)c1ccc(-c2ccccc2)cc1	-0.6	0.6	-1.6	-1.2	-0.5	-2	-3	4	-12	-0.2	39
N#Cc1ccc(C(=O)N/N=C/c2cn(CC(=O)O)c3ccccc23)c(F)c1	-1.6	-0.1	-0.2	5.7*	-0.1	5	19	-1	-2	0.5	-2
COc1ccccc1S(=O)Cc1ccc(C(=O)NCc2ccccc2Cl)o1 (centres undefined)	-1.3	-1.3	-1.3	-2.5	0.8	-9	2	1	-4	-0.4	1
COc1ccc(N(CC(=O)Nc2c(C)cccc2C)S(=O)(=O)c2ccccc2[N+](=O)[O-])c(OC)c1	0.7	-1.2	-1.2	-1.0	-0.8	16	-2	-2	-6	-0.9	-8
Cc1ccc(N2CCN(C(C(=O)Nc3c(C)cccc3C)c3ccccc3OC(F)(F)F)CC2)cc1 (centres undefined)	·	2.1	-1.7	0.4	·	5	2	-2	-1	0.4	-2
CCn1cc(C(=O)N[C@@H](CCSC)C(=O)NCCCn2ccnc2)c(=O)c2cc3c(cc21)OCO3	-0.5	-2.9	-1.2	-1.1	0.5	-41	2	0	-2	0.6	1
COc1ccc(-n2nc(C(=O)NCC(=O)N3CCN(c4ccccc4F)CC3)c3ccccc3c2=O)cc1OC	3.4	-1.5	-1.2	-0.6	0.0	-1	0	0	7	-0.1	-4
CS(=O)(=O)Nc1ccc(C2=NN(S(C)(=O)=O)C(c3cccs3)C2)cc1 (centres undefined)	1.1	4.2	-0.7	2.0	0.2	-490	-4	2	-1	0.5	0
O=C(Cc1c(F)cccc1Cl)N1CCN(S(=O)(=O)c2cccs2)CC1	1.4	0.7	-0.6	-1.7	1.0	-10	12	-1	1	-1.4	1
CN(C(=O)COC(=O)c1ccc([N+](=O)[O-])cc1N)c1ccccc1	-0.9	-0.8	-1.2	0.2	1.7	-1	4	-3	-1	-0.4	-4
CC(C)CC(=O)c1c[nH]c(C(=O)NCc2ccccc2)c1	-0.1	-0.8	-1.5	-1.5	-0.5	-8	-1	-3	-1	-0.4	0
C=CCN1C(=O)/C(=C/c2ccc(O)c(OC)c2)S/C1=N/c1nccs1	5.1	-3.2	-1.9	-1.4	3.0	22*	-67	11*	-5	-1.2	-11
COc1ccc(CC(=O)N/N=C(/C)CC(=O)N(C)c2ccccc2)cc1	-0.9	0.1	-1.1	0.6	-1.3	2	0	1	-5	-0.2	1

10 compounds from above, arranged by heavy-atom count, highest first:
SMILES	FXN GAA850 act	hgDAF12 agonist	ssDAF12 agonist	hcDAF12 agonist	DAX1 inh-1	ADAM10 inh	sPLA2-III inh	SMARCA2 activ	NPR2 activator	DAX1 inh-2	GC-A act
COc1ccc(-n2nc(C(=O)NCC(=O)N3CCN(c4ccccc4F)CC3)c3ccccc3c2=O)cc1OC	3.4	-1.5	-1.2	-0.6	0.0	-1	0	0	7	-0.1	-4
Cc1ccc(N2CCN(C(C(=O)Nc3c(C)cccc3C)c3ccccc3OC(F)(F)F)CC2)cc1 (centres undefined)	·	2.1	-1.7	0.4	·	5	2	-2	-1	0.4	-2
COc1ccc(N(CC(=O)Nc2c(C)cccc2C)S(=O)(=O)c2ccccc2[N+](=O)[O-])c(OC)c1	0.7	-1.2	-1.2	-1.0	-0.8	16	-2	-2	-6	-0.9	-8
Cc1ccccc1NC(=O)Cc1nc(COC(=O)CC(C)c2ccccc2)cs1 (centres undefined)	-0.5	1.2	-1.1	-1.7	1.1	-8	-35	-3	1	0.6	-2
COc1ccccc1S(=O)Cc1ccc(C(=O)NCc2ccccc2Cl)o1 (centres undefined)	-1.3	-1.3	-1.3	-2.5	0.8	-9	2	1	-4	-0.4	1
COc1ccc(CC(=O)N/N=C(/C)CC(=O)N(C)c2ccccc2)cc1	-0.9	0.1	-1.1	0.6	-1.3	2	0	1	-5	-0.2	1
C=CCN1C(=O)/C(=C/c2ccc(O)c(OC)c2)S/C1=N/c1nccs1	5.1	-3.2	-1.9	-1.4	3.0	22*	-67	11*	-5	-1.2	-11
CN(C(=O)COC(=O)c1ccc([N+](=O)[O-])cc1N)c1ccccc1	-0.9	-0.8	-1.2	0.2	1.7	-1	4	-3	-1	-0.4	-4
CC(C)CC(=O)c1c[nH]c(C(=O)NCc2ccccc2)c1	-0.1	-0.8	-1.5	-1.5	-0.5	-8	-1	-3	-1	-0.4	0
CN(C)CC(=O)c1ccc(-c2ccccc2)cc1	-0.6	0.6	-1.6	-1.2	-0.5	-2	-3	4	-12	-0.2	39

Compound activity deposited in PubChem by several laboratories.
